# PKM2 act: increases activity of human pyruvate kinase M2; P14618; purified PKM2, Kinase-Glo ATP luminescence, activation; response scale: 0% is enzyme alone, no compound; Potency, µM (titrated, usually from 57.5 µM), inactives show top-dose activation, usual class: activators; hit rate 0.34% among 260,000; AID 1631; further: potency means the concentration at half of the fitted maximal effect; on the % scale 0 is the no-effect control and ±100 the full control effect; nearly all actives have a fitted effect of over 55% in size
# Target sequence (P14618 whole entry, looked up): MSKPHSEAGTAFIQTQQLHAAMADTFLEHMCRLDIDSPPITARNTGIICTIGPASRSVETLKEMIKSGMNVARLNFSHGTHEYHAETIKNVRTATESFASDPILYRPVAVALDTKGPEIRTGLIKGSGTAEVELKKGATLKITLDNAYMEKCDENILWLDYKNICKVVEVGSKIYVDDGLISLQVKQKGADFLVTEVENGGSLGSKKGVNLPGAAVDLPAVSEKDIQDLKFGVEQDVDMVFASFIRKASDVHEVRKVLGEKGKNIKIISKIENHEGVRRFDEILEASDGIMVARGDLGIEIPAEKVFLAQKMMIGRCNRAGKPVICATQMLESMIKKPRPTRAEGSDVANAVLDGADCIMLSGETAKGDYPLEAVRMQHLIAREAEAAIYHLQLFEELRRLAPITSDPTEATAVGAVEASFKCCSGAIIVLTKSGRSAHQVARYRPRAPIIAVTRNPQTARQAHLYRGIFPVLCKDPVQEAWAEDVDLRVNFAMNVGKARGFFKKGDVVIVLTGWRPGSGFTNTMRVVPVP
#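 Kinase-Glo luminescence reports ATP generated from ADP (0.1 mM) and PEP (0.5 mM) by purified hPK-M2 after 1 h at room temperature, pH 7.2 imidazole buffer; intermediate enzyme activity allows detecting inhibitors and activators.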
# Tb PFK block: T. brucei PFK enzyme inhibition; AID 485367; hit rate 0.17% among 330,000; Potency, µM (series often up to 57.5 µM), without a hit: top-dose activity, negative = inhibition, actives largely listed as inhibitors; O15648; T. brucei PFK, ADP-Glo luminescence;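 further: potency means the concentration at half of the fitted maximal effect; 0% = uninhibited 1x PFK enzyme wells and -100% = no-enzyme wells; nearly all actives have a fitted effect of over 60% in size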
#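 ADP-Glo luminescence quantified ADP after 45 min at room temperature, with 1.25 nM T. brucei PFK, 0.1 mM ATP and 0.5 mM fructose-6-phosphate in pH 8.0 TEA buffer. qHTS titrations up to 57 µM; curves classified by quality.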
# FBPA coupling cs: inhibits coupling enzyme system, counter-screen for aldolase hits. coupling enzyme system counterscreen, AmpLite Red fluorescence. activity change, negative = inhibition, % at 58.2 µM, hits read low. hit rate 0.67% among 290,000. AID 2472; in the data active means activity change below about -30%; further: on the % scale 0 is the no-effect control and ±100 the full control effect
#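 First, compound is pin-transferred into glyceraldehyde-3-phosphate coupling-enzyme reagent at 57.5 uM final and held 10 min at RT. Next, substrate, coupling system and AmpLite Red are added. After 20 min RT, fluorescence (525/598 nm) is read.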
# PTAP TSG101 blk: blocks PTAP/TSG101 interaction to inhibit HIV-1 budding; Q99816; Fluorescence polarization, FITC-PTAP peptide / Tsg101 binding; Potency, µM (series often up to 115 µM), inactives show top-dose activity change, negative = inhibition, most hits filed as inhibitors; 340,000 tested, under 10 active; active means well fitted inhibition curve with a large enough effect in the main read-out, with a control signal flat, not every such curve was filed as active; inconclusive means small, poorly fitted or top-dose-only effect, or effect the other way, or a change in a side signal; inactive means no such curve, though single readings can be large or run the other way; further: potency means the concentration at half of the fitted maximal effect; % of control where 0% means no effect
#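 FP read-out: FITC-PTAP peptide, 50 nM final, binding Tsg101 binding domain, 10 uM final; 20 min, r.t.; 10 mM HEPES pH 7.5, 0.15 M NaCl, 0.01% Tween 20, 3 mM EDTA, 0.1 mM TCEP.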
# GALK inh: galactokinase (human) inhibition; hit rate 0.007% among 270,000; Purified GALK, Kinase-Glo residual ATP luminescence; P51570; Potency, µM (top dose mostly 57.5 µM), for the others: at the top dose activity change, negative = inhibition, most hits filed as inhibitors; further: potency means the concentration at half of the fitted maximal effect; on the % scale 0 is the no-effect control and ±100 the full control effect
#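 GALK at 5 nM final was combined with compound, 35 uM ATP and 100 uM galactose in HEPES pH8.0 with MgCl2 and DTT. The reaction ran one hour at room temperature before luminescent ATP detection.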
# ASM inhibitor: human S-ASM enzyme inhibition; Potency, µM (highest dose often 57.5 µM), without a hit: at the top dose activity change, negative = inhibition, hits mostly inhibitors; hit rate 0.006% among 340,000; AID 504937; placental ASM, HMU-PC fluorogenic substrate, 60 min; P17405; further: potency means the concentration at half of the fitted maximal effect
# Target sequence (P17405 47-631 limits assumed): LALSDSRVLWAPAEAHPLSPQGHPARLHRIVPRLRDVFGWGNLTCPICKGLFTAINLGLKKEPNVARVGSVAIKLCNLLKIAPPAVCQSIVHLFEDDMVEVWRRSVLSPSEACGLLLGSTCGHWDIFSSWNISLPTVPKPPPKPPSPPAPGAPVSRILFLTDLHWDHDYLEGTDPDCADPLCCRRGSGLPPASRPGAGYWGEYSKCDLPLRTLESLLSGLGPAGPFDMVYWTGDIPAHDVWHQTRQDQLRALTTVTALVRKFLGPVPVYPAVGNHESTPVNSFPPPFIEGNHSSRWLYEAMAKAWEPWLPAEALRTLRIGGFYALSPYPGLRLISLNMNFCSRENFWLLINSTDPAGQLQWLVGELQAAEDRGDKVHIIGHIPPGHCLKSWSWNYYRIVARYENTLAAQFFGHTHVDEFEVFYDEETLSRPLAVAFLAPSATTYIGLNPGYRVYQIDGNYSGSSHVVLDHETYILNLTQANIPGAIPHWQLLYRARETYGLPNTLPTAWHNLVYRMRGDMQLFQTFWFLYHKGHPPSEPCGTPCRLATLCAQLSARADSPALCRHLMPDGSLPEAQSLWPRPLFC
#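 Steps: dispense placental human ASM, pin compound, wait 10 min at room temperature, add HMU-PC0 substrate at 9 uM final, incubate 60 min at 37 °C, add stop solution raising pH to 10, read fluorescence.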
# a7 integrin act: activators of alpha7 integrin expression for muscular dystrophy. hit rate 0.064% among 350,000. alpha7betagal myoblasts, beta-gal FDG fluorescence, 48 h. AID 624291. Potency, µM (highest dose often 38.3 µM), inactives show at the top dose activation, hits mostly activators;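 further: potency means the concentration at half of the fitted maximal effect; 100% = response of the positive control SU9516; nearly all actives have a fitted effect of over 60% in size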
#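 alpha7betagal+/- myoblasts (passage 13, 250/well) treated 48 h at 37C with compounds at 1:260 dilution of DMSO stock. Lysed, then beta-galactosidase activity read as FDG fluorescence (ex 480/em 540) after 30 min, with pre-read for autofluorescence.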
# B2AR arrestin: agonists driving beta-arrestin recruitment to human beta2-adrenergic receptor. Potency, µM (top dose mostly 46.1 µM), for inactives: at the highest dose activation, most hits filed as activators. hit rate 0.02% among 330,000. P07550. beta-arrestin recruitment to beta2AR, cell-based reporter;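 further: potency means the concentration at half of the fitted maximal effect; 0% = DMSO controls and full agonism = EC100 isoproterenol or metaproterenol; nearly all actives have a fitted effect of over 65% in size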
# Giardia kill: kills Giardia lamblia; Giardia lamblia trophozoite viability; activity change, % at 7.66 µM, hits read low; hit rate 0.15% among 340,000; AID 540267; in the data active means activity change below about -80%; inconclusive means between about -30% and that limit;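 further: parasites exposed to compound for two days anaerobically before the ATP read; on the % scale 0 is the no-effect control and ±100 the full control effect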
#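 Each well holds 100 Giardia trophozoites and compound. After two days (48 hrs) at 37 deg C in anaerobic conditions, ATP is quantified by luminescence.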
# BCR signal inh: blocks chronic active B-cell receptor signaling. ABC-DLBCL IkBa-CBG/CBR reporter, luminescence ratio, 4 h. Potency, µM (titrated, usually from 46.1 µM), inactives show at the highest dose ratio change, negative = lower green/red ratio, most hits filed as inhibitors. hit rate 0.05% among 340,000. AID 493014; active means well fitted inhibition curve with a large enough effect in the signal ratio, with a control signal flat, not every such curve was filed as active; inconclusive means small, poorly fitted or top-dose-only effect, or effect the other way, or a change in a side signal; the % refers to the signal ratio;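 further: potency means the concentration at half of the fitted maximal effect; plate controls were basal doxycycline-induced cells for no effect and cells given 10 µM MG132 for full effect; MG132 reads +100%, hits lower the ratio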
#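 TMD8 ABC-DLBCL cells carrying doxycycline-inducible green luciferase fused to IkappaBalpha plus unfused red luciferase were exposed to compounds (up to 46 uM) for 4 hrs at 37C. Activity came from the overlap-corrected green/red luminescence ratio.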
# Menin MLL FP TR: displaces Texas Red mutant MLL peptide from human menin; Potency, µM (series often up to 61.6 µM), inactives show top-dose FP activity change, negative = inhibition, most hits filed as inhibitors; O00255; Menin + Texas Red MLL mutant peptide, fluorescence polarization; AID 1768; hit rate 0.23% among 270,000; active means well fitted inhibition curve with a large enough effect in the polarisation, with a control signal flat, not every such curve was filed as active; inconclusive means small, poorly fitted or top-dose-only effect, or effect the other way, or a change in a side signal; inactive means no such curve, though single readings can be large or run the other way; the % refers to the polarisation; further: potency means the concentration at half of the fitted maximal effect; % of control where 0% means no effect; many of its hits are not listed in these tables
# Numbers without * were called inactive; ? = inconclusive; . = no result given; [ ] = remark or other dose. Unless noted, the call rests on the fitted dose curve; in most records, active means well fitted curve in the direction sought with a large enough effect; inconclusive means small, poorly fitted or top-dose-only effect, or another doubt; inactive means no such curve, though single readings can be large; an effect the other way counts as inactive or inconclusive. A portion of the library. The share of hits here may be higher or lower than overall.
SMILES,PKM2 act,Tb PFK block,FBPA coupling cs,PTAP TSG101 blk,GALK inh,ASM inhibitor,a7 integrin act,B2AR arrestin,Giardia kill,BCR signal inh,Menin MLL FP TR
Cc1c(C2(c3c(C)n(C)n(-c4ccccc4)c3=O)C(=O)Nc3ccc(F)cc32)c(=O)n(-c2ccccc2)n1C,-13%,-9%,0,1%,-1%,2%,19%,-0.4%,18,?,-26%
CCc1ccc(S(=O)(=O)/N=C2\C=C(NS(=O)(=O)c3ccccc3)C(=O)c3ccccc32)cc1,.,0%,-34*,-9%,1%,-9%,-29%,-0.6%,-22,?,12%
CC(CCc1ccccc1)NC(=O)c1ccc(C(=O)NC(C)CCc2ccccc2)cc1 (stereo not drawn),-7%,-1%,5,-5%,1%,-1%,-3%,-0.1%,-3,2%,?
CCCCC(=O)Nc1ccc2c(c1)oc1ccccc12,-2%,0%,-1,-2%,0%,0%,16%,-0.6%,7,-30%,-1%
CC(OC(=O)c1ccc2c(=O)n3c(nc2c1)CCC3)C(=O)Nc1ccc(C(N)=O)cc1 (stereo not drawn),.,-1%,.,-4%,.,66%[activator],-17%,0.1%,-17,9%,.
COc1ccc(-c2nnc(-c3cccs3)o2)cc1OC,-9%,0%,1,-11%,-3%,-1%,-18%[7.66 µM],0.2%,16,?,-14%
Cc1c(Br)c([N+](=O)[O-])nn1C(C)C(=O)Nc1ccc2c(c1)OCO2 (stereo not drawn),3%,-2%,.,-8%,-4%,-3%,14%,-0.3%,?,-17%,?
CCCC(=O)N1CCCC(C(=O)c2ccc(OC)c(OC)c2)C1 (stereo not drawn),-1%,1%,1,-3%,-3%,-1%,-9%,-0.1%,2,1%,18%
CCOC(=O)c1c(C)n(C)c2ccc(OC(C)C(=O)OC)cc12 (stereo not drawn),6%,0%,1,2%,0%,-2%,3%,-0.1%,-20,5%,0%
CSc1sc(C(=O)NNC(C)=O)c2c1C1(CCC2)SCCS1,-63%,5%,-6,-10%,.,-1%,19%,-0.8%,10,8%,.
COc1ccc(OC)c(C2CC(=O)NC(SC)=C2C#N)c1 (stereo not drawn),-20%,-3%,2,-3%,0%,0%,0%,-0.6%,8,-2%,16%[11.7 µM]
COc1ccc(N(CC(=O)NCc2ccccc2C)S(=O)(=O)c2ccccc2[N+](=O)[O-])c(OC)c1,-20%,3%,-3,-4%,-2%,2%,-12%,-0.6%,-10,1%,-3%
CCC1(c2ccc(F)cc2)NC(=O)N(CC(=O)N(CCC#N)c2ccccc2)C1=O (stereo not drawn),8%,-3%,3,-1%,9%,-4%,13%,-0.4%,0,11%,-19%
COc1ccc(C(=O)COC(=O)c2ccn(C)n2)cc1,.,2%,-1,-3%,-1%,9%,3%,-0.3%,8,?,.
O=C(Nc1ccc2c(c1)OCO2)C1CCN(C(=O)c2ccc(Br)cc2)CC1,-27%,-3%,0,1%,0%,2%,10%,0.0%,-6,0%,21%
Cc1ccc(C)c(NC(=S)N/N=C2/CCCCc3ccccc32)c1,8%,2%,-3,-5%,-1%,0%,-2%,-0.5%,-14,?,7%
COc1cccc(C2c3[nH]c4ccccc4c3C[C@H]3C(=O)N(c4ccccc4C(=O)NCCCN4CCOCC4)C(=O)N23)c1 (stereo partly drawn),-1%,0%,1,-2%,.,-3%,-13%,-0.1%,17,1%,?
COC(=O)c1ccc(/C(O)=C(\C#N)c2nc3ccccc3s2)cc1,0%,5%,7,-1%,-12%,0%,-5%,-0.6%,-10,?,?
O=C(CCCn1cnc([N+](=O)[O-])n1)Nc1ccc(Cl)c(Cl)c1,-3%,-1%,.,-1%,-3%,-2%,-38%,-0.4%,?,-5%,-3%
Fc1cccc(Cl)c1CNCc1ccccc1Cl,-1%,-1%,-24,0%,1%,4%,4%,-0.1%,0,20%,1%
CC(=O)C1=C(O)C(=O)N(c2cccnc2)C1c1ccc(Cl)cc1 (stereo not drawn),16%,-4%,4,-8%,-2%,6%,14%,-0.1%,0,-1%,-12%
Cc1cc(NC(=O)CSc2nc3cc(Cl)ccc3c(=O)n2CC(C)C)no1,-13%,-6%,1,.,8%,.,.,0.2%,.,-11%,0%
CCCNC(=O)NC(=O)COC(=O)CNS(=O)(=O)/C=C/c1ccccc1,-1%,10%,1,-8%,11%,7%,-3%,0.2%,-20,-3%,-12%
Nc1ncnc2nc(SCC(=O)Nc3cccc(C(F)(F)F)c3)[nH]c12,.,2%,0,1%,-2%,-3%,?,-0.3%,-29,-9%,.
Cc1cccc(CCNC(=O)CN(C)S(=O)(=O)c2ccc3c(c2)c(=O)n(C)c(=O)n3C)c1,2%,-6%,4,1%,3%,4%,1%,0.2%,5,-10%,13%
CCS(=O)(=O)N1CCC(C(=O)NCc2cc(OC)ccc2OC)CC1,-9%,-4%,1,-6%,-4%,-3%,12%,0.4%,3,-20%,.
Cc1ccc2c(COC(=O)c3c(C)noc3C)cc(=O)oc2c1,-11%,0%,3,-2%,-1%,3%,-3%,0.2%,1,8%,-19%
CCCCCN(C(=O)CCC(=O)OC(C)C(=O)NC1CCCCC1)c1c(N)n(CCCC)c(=O)[nH]c1=O (stereo not drawn),.,-3%,.,2%,.,3%,-11%,0.5%,-20,?,.
Cc1cc(=O)oc2cc(OCC(=O)N3CCC(C(N)=O)CC3)ccc12,-11%,-5%,1,-3%,.,2%,-3%,0.1%,15,14%,-8%
CCOC(=O)N1CCN(c2c(N3CCN(c4cccc(C(F)(F)F)c4)CC3)c(=O)c2=O)CC1,-5%,-7%,2,-5%,-2%,-2%,-15%,0.0%,2,-12%,-14%
CCCn1nc(C(=O)NNC(=O)CSC(C)C(=O)Nc2cc(C)on2)c2ccccc2c1=O (stereo not drawn),-1%,-2%,.,0%,3%,5%,7%,-0.4%,3,-3%,.
COCCCn1c(-c2ccsc2)nc2c1c(=O)[nH]c(=O)n2Cc1ccccc1,-9%,1%,-3,0%,-1%,12%,-14%,-0.3%,6,-2%,-17%
CCCc1c(C(=O)NNc2cc(C(F)(F)F)ccc2Cl)cnn1-c1ccccc1,2%,0%,0,0%,-4%,-3%,?,0.2%,2,9%,.
CCCCSc1nnc(-c2ccc(NC(C)=O)cc2)n1C,7%,-6%,5,-2%,-1%,8%,1%,-1.2%,17,4%,9%
O=C1NC(c2ccccc2)=C(c2ccc3ccccc3n2)C(c2ccc(F)cc2)N1 (stereo not drawn),-5%,-9%,1,-2%,2%,2%,11%,-1.4%,-3,?,?
Cc1ccc(-n2ncc3c(=O)[nH]c(SCC(=O)N4CCCc5ccccc54)nc32)cc1,9%,-2%,6,-4%,-3%,-29%,-10%,-0.2%,-9,8%,-24%
CCc1ccc(Cn2nnc(C(=O)NCc3ccccc3OC)c2N)cc1,4%,5%,6,1%,2%,-1%,27%,0.1%,18,-2%,4%[11.7 µM]
CSc1ccc(/C=C(/NC(=O)c2ccco2)C(=O)N2CCOCC2)cc1,-1%,-5%,.,0%,-2%,5%,-3%,-0.4%,6,4%,.
COc1ccc(-c2nnc(OCc3nc4ccccc4n3C)c3ccccc23)cc1,-11%,-1%,0,1%,-4%,-2%,-13%,2.9%,-13,?,-15%
COCCNc1ccc(N2C(=O)CCCC2=O)cc1[N+](=O)[O-],-1%,-2%,-1,-4%,7%,0%,26%,0.0%,0,1%,5%
CCOC(=O)CN1C(=O)S/C(=C/c2ccc(O)c([N+](=O)[O-])c2)C1=O,-3%,6%,17,-1%,1%,-11%,-20%,-0.7%,?,24%,?
COc1cccc(NC(=O)CN(C)S(=O)(=O)c2ccc3c(c2)NC(=O)CS3)c1,.,1%,.,-2%,3%,0%,13%,-1.0%,7,2%,.
OCCN(C=NC1=NN(c2cccc(C(F)(F)F)c2)CC1)CCO,-1%,-2%,4,-3%,3%,4%,1%,-0.1%,1,-13%,-13%
COc1ccc(/C=N/NC(=O)CN(Cc2ccccc2)S(=O)(=O)c2ccc3c(c2)OCCO3)cc1,-20%,-1%,0,-1%,0%,-4%,-1%,-0.1%,-14,2%,-20%
O=C(N1CCCCC1)N1CCN(S(=O)(=O)c2cccc([N+](=O)[O-])c2)CC1,.,0%,.,1%,-1%,-2%,-28%,-0.1%,26,1%,.

# Compound activity (PubChem)
